Source: PubChem (several laboratories)
FadD28 binding – inhibitors of FadD28 bisubstrate probe binding, primary screen, biochemical, fluorescence polarization, single point. Mycobacterium tuberculosis FadD28 fatty-acid-AMP ligase. inhibition, % at 12.5 µM. actives 0.22% (n = 360,000); in the data active = inhibition above about 8.5%, passing the limit was not always enough; inconclusive = no clear call, values can overlap the other calls
GDH-TPI counter – GDH-TPI coupling enzyme inhibitors, primary screen, artefact control for M. tuberculosis FBA inhibitor project, biochemical, absorbance, full deck. inhibition, % at 4.8 µM. actives 1.2% (n = 360,000). GDH-TPI coupled enzyme counterscreen, NADH absorbance; in the data active = inhibition above about 30%;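 note: 0% = DMSO wells and 100% = wells lacking the enzyme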
Mtb UGM inh – M. tuberculosis UGM enzyme inhibitors, primary screen, biochemical, fluorescence polarization, single point; inhibition, % at 10 µM; AID 504406, 2011; actives 0.06% (n = 320,000); UDP-galactopyranose mutase (Mycobacterium tuberculosis (strain ATCC 25618 / H37Rv)), …; purified UGM, fluorescence polarization probe displacement; in the data active = inhibition above about 10%, passing the limit was not always enough; inconclusive = no clear call, values can overlap the other calls
Anthrax LF prot – Bacillus anthracis LF protease inhibitors, primary screen, biochemical, multiplex microsphere, MLPCN library. Lethal factor (Bacillus anthracis), P15917. multiplex microsphere protease cleavage assay. inhibition, % at 10 µM. actives 0.12% (n = 360,000); note: plate controls were buffer without enzyme for full effect and enzyme alone for no effect
Target sequence (P15917 whole entry, looked up): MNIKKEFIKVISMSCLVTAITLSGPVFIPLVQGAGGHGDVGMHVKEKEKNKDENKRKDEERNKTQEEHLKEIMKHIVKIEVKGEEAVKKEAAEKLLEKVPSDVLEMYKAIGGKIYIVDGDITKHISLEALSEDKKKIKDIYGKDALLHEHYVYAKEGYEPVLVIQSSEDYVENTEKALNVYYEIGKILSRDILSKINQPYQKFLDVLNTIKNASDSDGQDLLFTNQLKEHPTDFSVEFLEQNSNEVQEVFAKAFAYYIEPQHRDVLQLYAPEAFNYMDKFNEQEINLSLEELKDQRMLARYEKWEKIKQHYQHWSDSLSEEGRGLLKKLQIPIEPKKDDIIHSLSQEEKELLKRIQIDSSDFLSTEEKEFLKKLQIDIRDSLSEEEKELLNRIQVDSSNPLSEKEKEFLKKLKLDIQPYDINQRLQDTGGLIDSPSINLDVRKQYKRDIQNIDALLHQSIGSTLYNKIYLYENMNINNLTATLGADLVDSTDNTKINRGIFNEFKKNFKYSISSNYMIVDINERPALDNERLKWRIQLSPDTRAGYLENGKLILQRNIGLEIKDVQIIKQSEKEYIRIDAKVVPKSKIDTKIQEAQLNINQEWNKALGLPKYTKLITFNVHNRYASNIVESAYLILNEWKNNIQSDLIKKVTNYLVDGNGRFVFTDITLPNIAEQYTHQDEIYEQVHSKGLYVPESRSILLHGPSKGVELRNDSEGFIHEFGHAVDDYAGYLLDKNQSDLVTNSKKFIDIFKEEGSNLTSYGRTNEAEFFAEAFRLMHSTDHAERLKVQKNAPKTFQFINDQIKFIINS
BoNT-A LC inh2 – BoNT/A light chain protease inhibitors, primary screen, biochemical, flow cytometry, MLPCN library. multiplex microsphere protease substrate cleavage. inhibition, % at 10 µM. actives 0.17% (n = 360,000). Botulinum neurotoxin type A light chain protease (Clostridium botulinum A str. ATCC 3502); note: plate controls were buffer without enzyme for full effect and enzyme alone for no effect
BoNT-F LC inh – BoNT/F light chain protease inhibitors, primary screen, biochemical, flow cytometry, MLPCN library | Multiplex microsphere protease cleavage assay | Botulinum neurotoxin type F light chain protease (Clostridium botulinum) | actives 0.22% (n = 360,000) | AID 588497, 2011 | inhibition, % at 10 µM; in the data active = inhibition above about 35%, passing the limit was not always enough; inconclusive = no clear call, values can overlap the other calls; note: plate controls were buffer without enzyme for full effect and enzyme alone for no effect
Mtb BioA inh – M. tuberculosis BioA enzyme inhibitors, primary screen, biochemical, plate reader, single point, HTS; 7,8-diaminopelargonic acid synthase BioA (Mycobacterium tuberculosis); purified M. tuberculosis BioA enzyme; inhibition, % at 9.99 µM; actives 0.096% (n = 360,000); AID 602481, 2012; in the data active = inhibition above about 40%; inconclusive = no clear call, values can overlap the other calls
PfHsp40 rescue – rescue of yeast from PfHsp40 toxicity, primary screen, S. cerevisiae, ATP luminescence; S. cerevisiae expressing PfHsp40, growth rescue; growth rescue, % at 12.5 µM; actives 0.68% (n = 340,000); AID 504582, 2011; in the data active = growth rescue above about 28%, passing the limit was not always enough; inconclusive = no clear call, values can overlap the other calls;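 note: yeast W303a lacking pdr1 and pdr3 grown in galactose medium; growth measured after three days at 30 °C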
Mtb FBA inh – Mtb FBA enzyme inhibitors, primary screen, biochemical, fluorescence, strain H37Rv; purified M. tuberculosis FBA, fluorescence read-out; actives 2.3% (n = 360,000); AID 588726, 2011; inhibition, % at 1 µM; Fructose-bisphosphate aldolase (Mycobacterium tuberculosis (strain ATCC 25618 / H37Rv)), …; in the data active = inhibition above about 27%;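 note: 0% = vehicle and 100% = reference inhibitor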
The depositor's hits bear a star. Cut-off read from the data, not from the text of the source, unless noted: active = inhibition above about 30%; inconclusive = no clear call, values can overlap the other calls; inactive = below that.

For NC(=O)c1cc(S(=O)(=O)N2CCOCC2)cs1 the results were FadD28 binding -1.7, GDH-TPI counter 9, Mtb UGM inh -1.1, Anthrax LF prot -2, BoNT-A LC inh2 0.6, BoNT-F LC inh -6, Mtb BioA inh -0.6, PfHsp40 rescue 0.3 and Mtb FBA inh 0.
For Cc1ccccc1-c1nnc(-c2ccc(Br)cc2)o1 the results were FadD28 binding -0.2, GDH-TPI counter 16, Mtb UGM inh 1.7, Anthrax LF prot -11, BoNT-A LC inh2 -0.5, BoNT-F LC inh 1, PfHsp40 rescue -0.7 and Mtb FBA inh 2.
For CSc1nnc(SCC2=NNC(=O)SC2)s1 the results were FadD28 binding -0.8, GDH-TPI counter -3, Mtb UGM inh 3.1, Anthrax LF prot 1, BoNT-A LC inh2 -0.2, BoNT-F LC inh 2, PfHsp40 rescue -1.5 and Mtb FBA inh -2.
Screening COc1ccc(S(=O)(=O)N2CCCOC2CNC(=O)C(=O)NCc2ccccc2F)cc1C (configuration not stated) returned FadD28 binding 0.8, GDH-TPI counter -2, Mtb UGM inh -2.0, Anthrax LF prot 1, BoNT-A LC inh2 3.6, BoNT-F LC inh 0, Mtb BioA inh -2.3, PfHsp40 rescue -0.4 and Mtb FBA inh 4.
CCCc1sc(N2CCCC(C(N)=O)C2)nc1-c1ccccc1 (configuration not stated) was read as FadD28 binding 0.5, GDH-TPI counter 10, Mtb UGM inh -0.4, Anthrax LF prot -2, BoNT-A LC inh2 -0.2, BoNT-F LC inh -2, Mtb BioA inh -1.4, PfHsp40 rescue 0.3 and Mtb FBA inh 3.
For COC(=O)C(Cc1c[nH]c2ccccc12)NC(=O)CNC(C)=O (configuration not stated) the results were FadD28 binding 0.4, GDH-TPI counter -14, Mtb UGM inh -2.3, Anthrax LF prot 3, BoNT-A LC inh2 0.4, BoNT-F LC inh 7, Mtb BioA inh 1.5, PfHsp40 rescue -0.3 and Mtb FBA inh 4.
For CCOc1ccccc1OCC(=O)Nc1ccc(S(=O)(=O)N(C)C)cc1 the results were FadD28 binding -2.2, GDH-TPI counter 9, Mtb UGM inh -0.7, Anthrax LF prot -1, BoNT-A LC inh2 1.6, BoNT-F LC inh 9, Mtb BioA inh 0.2, PfHsp40 rescue -0.1 and Mtb FBA inh -8.
`CN1CCCC1(C)C(=O)Nc1ccc(-n2cccc2)cc1` (configuration not stated) gave FadD28 binding -2.4, GDH-TPI counter -4, Anthrax LF prot -4, BoNT-A LC inh2 0.0, BoNT-F LC inh -7, Mtb BioA inh 1.1 and Mtb FBA inh 0.
Cc1cccc(NC(=O)Cn2cnc3c(oc4ccccc43)c2=O)c1 was read as FadD28 binding -0.9, GDH-TPI counter -5, Mtb UGM inh 1.9, Anthrax LF prot 0, BoNT-A LC inh2 0.0, BoNT-F LC inh -4, PfHsp40 rescue 1.3 and Mtb FBA inh 1.
`Cc1ccc(N(CC(=O)Nc2ccc(-c3nc4ccc(C)cc4s3)cc2)S(C)(=O)=O)cc1` gave FadD28 binding -6.4, GDH-TPI counter 38*, Mtb UGM inh 1.1, Anthrax LF prot -2, BoNT-A LC inh2 1.3, BoNT-F LC inh -6, Mtb BioA inh -2.2, PfHsp40 rescue -1.6 and Mtb FBA inh 18.
For Cc1nn(C)cc1C(=O)NNC(=S)Nc1ccc(Cl)cc1 the results were FadD28 binding -1.7, GDH-TPI counter 2, Mtb UGM inh 0.5, Anthrax LF prot -2, BoNT-A LC inh2 0.0, BoNT-F LC inh -4, Mtb BioA inh 1.6, PfHsp40 rescue 1.0 and Mtb FBA inh -2.
Cc1cc(Cl)c(S(=O)(=O)NC(C(=O)O)C(C)C)cc1OCC(=O)NC1CCCCC1 (configuration not stated) was read as FadD28 binding -5.6, GDH-TPI counter -2, Mtb UGM inh 1.4, Anthrax LF prot -4, BoNT-A LC inh2 inconclusive, BoNT-F LC inh -7, Mtb BioA inh 0.5, PfHsp40 rescue 1.7 and Mtb FBA inh -1.
For Cc1ccc(Cn2ccc(NC(=O)c3cc(C)on3)n2)cc1 the results were FadD28 binding 0.7, GDH-TPI counter 5, Mtb UGM inh 0.9, Anthrax LF prot 1, BoNT-A LC inh2 0.6, BoNT-F LC inh 5, PfHsp40 rescue 0.6 and Mtb FBA inh 2.
For COc1ccc(-c2sc(Nc3ccc(F)c(F)c3F)nc2CCC(=O)NN)cc1 the results were FadD28 binding -3.8, GDH-TPI counter -3, Mtb UGM inh -0.5, Anthrax LF prot 6, BoNT-A LC inh2 0.8, BoNT-F LC inh -6, Mtb BioA inh -0.6, PfHsp40 rescue 0.0 and Mtb FBA inh -3.
Screening COc1ccc(S(=O)(=O)N2CCN(CCC(=O)Nc3ccccc3F)CC2)cc1 returned FadD28 binding 0.1, GDH-TPI counter -2, Mtb UGM inh -1.2, Anthrax LF prot 2, BoNT-A LC inh2 0.1, BoNT-F LC inh 7, Mtb BioA inh 1.1, PfHsp40 rescue -0.1 and Mtb FBA inh 1.

The closing two records of the part above open the next one:
For COc1ccc(-c2sc(Nc3ccc(F)c(F)c3F)nc2CCC(=O)NN)cc1 the results were FadD28 binding -3.8, GDH-TPI counter -3, Mtb UGM inh -0.5, Anthrax LF prot 6, BoNT-A LC inh2 0.8, BoNT-F LC inh -6, Mtb BioA inh -0.6, PfHsp40 rescue 0.0 and Mtb FBA inh -3.
Screening COc1ccc(S(=O)(=O)N2CCN(CCC(=O)Nc3ccccc3F)CC2)cc1 returned FadD28 binding 0.1, GDH-TPI counter -2, Mtb UGM inh -1.2, Anthrax LF prot 2, BoNT-A LC inh2 0.1, BoNT-F LC inh 7, Mtb BioA inh 1.1, PfHsp40 rescue -0.1 and Mtb FBA inh 1.
`O=C(CN1C(=O)NC2(CCOc3ccccc32)C1=O)Nc1ccc2c(c1)OCCO2` (configuration not stated) gave FadD28 binding -3.3, GDH-TPI counter -6, Mtb UGM inh 0.4, Anthrax LF prot 1, BoNT-A LC inh2 1.0, BoNT-F LC inh -7, Mtb BioA inh 0.8, PfHsp40 rescue -0.7 and Mtb FBA inh -1.
For CC(=O)c1cccc(-c2ccnc3c2CC(C(=O)NCc2ccc(F)c(F)c2)O3)c1 (configuration not stated) the results were FadD28 binding -2.0, GDH-TPI counter 6, Anthrax LF prot 2, BoNT-A LC inh2 0.1, BoNT-F LC inh -1, Mtb BioA inh 1.1 and Mtb FBA inh -5.
For COc1cc(C2Nc3ccccc3C(=O)N2c2ccccc2OC)ccc1O (configuration not stated) the results were FadD28 binding -4.0, GDH-TPI counter 1, Mtb UGM inh 2.8, Anthrax LF prot -3, BoNT-A LC inh2 0.3, BoNT-F LC inh 1, Mtb BioA inh 0.6, PfHsp40 rescue 1.8 and Mtb FBA inh 13.
Screening O=C(O)COc1ccc(Cl)cc1Cl returned FadD28 binding -0.8, GDH-TPI counter 12, Mtb UGM inh -0.1, Anthrax LF prot -4, BoNT-A LC inh2 0.1, BoNT-F LC inh 0, Mtb BioA inh -0.1, PfHsp40 rescue 0.5 and Mtb FBA inh -5.
For O=C(NC(NCc1cccnc1)C(Cl)(Cl)Cl)c1cccc2ccccc12 (configuration not stated) the results were FadD28 binding -2.9, GDH-TPI counter -5, Mtb UGM inh 1.6, Anthrax LF prot -2, BoNT-A LC inh2 -0.3, BoNT-F LC inh -3, Mtb BioA inh 1.0, PfHsp40 rescue 1.7 and Mtb FBA inh -3.
`CN(NC(=O)c1ccco1)c1nc2ccccc2nc1C(F)(F)F` gave FadD28 binding -0.4, GDH-TPI counter -1, Mtb UGM inh 0.3, Anthrax LF prot -3, BoNT-A LC inh2 0.0, BoNT-F LC inh -5, PfHsp40 rescue 0.0 and Mtb FBA inh 1.
`O=C(Nc1ccc(F)cc1)Nc1cccnc1Cl` gave FadD28 binding -2.7, GDH-TPI counter 5, Mtb UGM inh -3.3, Anthrax LF prot -1, BoNT-A LC inh2 -1.9, BoNT-F LC inh -16, Mtb BioA inh 3.6, PfHsp40 rescue -2.3 and Mtb FBA inh 2.
`O=C(Nc1ccccc1OC(F)F)c1ccc(S(=O)(=O)N2CCCC2)cc1` gave FadD28 binding -0.5, GDH-TPI counter 10, Anthrax LF prot 0, BoNT-A LC inh2 1.1, BoNT-F LC inh 1, Mtb BioA inh -0.7, PfHsp40 rescue 0.0 and Mtb FBA inh -1.
Screening COC(=O)C1C2C=CC(C3CC23)C1C(=O)OCC(=O)c1ccccc1 (configuration not stated) returned FadD28 binding -0.3, GDH-TPI counter -1, Mtb UGM inh -1.6, Anthrax LF prot 5, BoNT-A LC inh2 0.3, BoNT-F LC inh -4, Mtb BioA inh 0.7, PfHsp40 rescue 0.6 and Mtb FBA inh -1.
`CC(=O)N1CCN(C(=O)COc2ccccc2C(=O)Nc2ccccc2)CC1` gave FadD28 binding -5.4, GDH-TPI counter -2, Mtb UGM inh -2.8, Anthrax LF prot 0, BoNT-A LC inh2 -1.0, BoNT-F LC inh -2, Mtb BioA inh -0.1, PfHsp40 rescue 1.9 and Mtb FBA inh 2.
Cc1ccccc1CCNC(=O)CCn1ccc2cc(S(=O)(=O)N3CCCC3)ccc21 was read as FadD28 binding -3.2, GDH-TPI counter -12, Mtb UGM inh -2.2, Anthrax LF prot -2, BoNT-A LC inh2 -0.1, BoNT-F LC inh -6, Mtb BioA inh 0.9, PfHsp40 rescue 1.4 and Mtb FBA inh 0.
Nc1c(S(=O)(=O)c2cccs2)c2nc3ccccc3nc2n1Cc1cccs1 was read as FadD28 binding -9.4, GDH-TPI counter 13, Mtb UGM inh -1.3, Anthrax LF prot -1, BoNT-A LC inh2 0.5, BoNT-F LC inh -4, Mtb BioA inh -0.5, PfHsp40 rescue 0.8 and Mtb FBA inh 119*.
`Nc1c(C(=O)c2ccccc2)sc2nsc(SCCN3CCOCC3)c12` gave FadD28 binding 0.2, GDH-TPI counter 8, Mtb UGM inh 0.1, Mtb BioA inh -1.6 and Mtb FBA inh 0.
For CC(C)[C@H](NS(=O)(=O)c1ccc2c(c1)OCCO2)C(=O)OCC(=O)Nc1ccccc1Cl the results were FadD28 binding -2.4, GDH-TPI counter -12, Mtb UGM inh 1.0, Anthrax LF prot -2, BoNT-A LC inh2 -2.0, BoNT-F LC inh -14, PfHsp40 rescue 0.7 and Mtb FBA inh -1.
COc1ccc2cc(/C=N/NC(=O)c3c(Cl)cnn3C)c(Cl)nc2c1 was read as FadD28 binding -1.3, GDH-TPI counter 10, Mtb UGM inh -0.1, Anthrax LF prot -4, BoNT-A LC inh2 0.3, BoNT-F LC inh -11, Mtb BioA inh 2.8, PfHsp40 rescue 0.3 and Mtb FBA inh 5.
For CCCc1nc2ccc(NC(=O)NCCC(=O)OCC)cc2c(=O)n1Cc1ccc(Cl)cc1 the results were FadD28 binding -2.0, GDH-TPI counter 9, Mtb UGM inh -1.9, Anthrax LF prot 0, BoNT-A LC inh2 0.9, BoNT-F LC inh 1, Mtb BioA inh -0.9, PfHsp40 rescue -0.7 and Mtb FBA inh 0.
For Cc1ccc(C(=O)N/N=C\c2ccc[nH]2)cc1[N+](=O)[O-] the results were FadD28 binding 0.1, GDH-TPI counter 48*, Mtb UGM inh 1.4, Anthrax LF prot 3, BoNT-A LC inh2 0.3, BoNT-F LC inh 4, Mtb BioA inh 0.7, PfHsp40 rescue -0.3 and Mtb FBA inh 1.
`CCC1C(=O)NCCN1C(=O)c1ccccc1OC1CCN(S(C)(=O)=O)CC1` (configuration not stated) gave FadD28 binding 0.6, GDH-TPI counter -5, Mtb UGM inh -0.5, Anthrax LF prot 0, BoNT-A LC inh2 -0.8, BoNT-F LC inh 0, PfHsp40 rescue -0.6 and Mtb FBA inh 3.
